Sm TGR block = inhibitors of Schistosoma mansoni thioredoxin glutathione reductase | Q962Y6 | purified TGR, DTNB reduction, TNB absorbance 405 nm | Potency, µM (top dose mostly 114 µM), without a hit: at the top dose activity change, negative = inhibition, usual class: inhibitors | actives 3% (n = 360,000); further: potency means the concentration at half of the fitted maximal effect; nearly all actives have a fitted effect of over 60% in size
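Kinetic colorimetric format: TGR-catalysed, NADPH-driven DTNB reduction monitored via TNB absorbance. Enzyme dispensed at 20 nM; compound exposure 15 min at room temperature before reaction start.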
AMA1 RON2 block = inhibitors of Plasmodium falciparum AMA1-RON2 interaction; Potency, µM (titrated, usually from 58.2 µM), inactives show at the top dose activity change, negative = inhibition, most hits filed as inhibitors; AID 720542; actives 0.2% (n = 360,000); AlphaScreen AMA1-biotinylated RON2 peptide binding;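 further: potency means the concentration at half of the fitted maximal effect; 0% = vehicle wells and -100% = peptide control; nearly all actives have a fitted effect of over 45% in size; some results filed as inactive show a strong effect at the top dose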
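AMA1 (3D7) with his tag at 25 nM final met compounds first, then biotinylated RON2 peptide at 25 nM; detection used donor plus acceptor beads, 10 µg/mL apiece, read by AlphaScreen after 30 min at room temperature.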
AmpC inh detg = AmpC beta-lactamase inhibition with detergent present; actives 0.041% (n = 370,000); AID 485294; AmpC hydrolysis of nitrocefin, absorbance 480 nm, 0.01% Triton; P00811; Potency, µM (titrated, usually from 114 µM), for the others: at the top dose activity change, negative = inhibition, actives largely listed as inhibitors;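 further: potency means the concentration at half of the fitted maximal effect; 0% = no-compound wells and -100% = no-enzyme wells; nearly all actives have a fitted effect of over 25% in size; some results filed as inactive show a strong effect at the top dose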
Target sequence (P00811 whole entry, looked up): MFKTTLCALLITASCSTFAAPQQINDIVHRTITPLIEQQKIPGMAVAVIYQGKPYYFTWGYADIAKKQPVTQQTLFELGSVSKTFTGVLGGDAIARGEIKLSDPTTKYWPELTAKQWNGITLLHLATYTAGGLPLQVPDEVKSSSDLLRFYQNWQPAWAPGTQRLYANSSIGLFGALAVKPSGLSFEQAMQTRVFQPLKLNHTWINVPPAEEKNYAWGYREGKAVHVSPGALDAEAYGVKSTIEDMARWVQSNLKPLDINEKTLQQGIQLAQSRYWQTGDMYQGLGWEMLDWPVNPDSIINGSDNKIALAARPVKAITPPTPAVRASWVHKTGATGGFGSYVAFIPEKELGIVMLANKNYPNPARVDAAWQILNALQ
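AmpC (5.3 nM in the dispensed reagent) in 20 mM phosphate pH 7.0 with 0.01% (detergent screen) or 0.0001% Triton X-100 was preincubated with compounds for 15 min at room temperature. Nitrocefin was then added from an 800 uM solution, and hydrolysis was followed at 480 nm.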
LmPK inh = inhibitors of Leishmania mexicana pyruvate kinase; Q27686; purified LmPK, Kinase-Glo ATP luminescence, 1 h; Potency, µM (titrated, usually from 57.5 µM), for the others: at the top dose activity change, negative = inhibition, actives largely listed as inhibitors; actives 0.37% (n = 290,000); AID 1721; further: potency means the concentration at half of the fitted maximal effect
Target sequence (Q27686 whole entry, looked up): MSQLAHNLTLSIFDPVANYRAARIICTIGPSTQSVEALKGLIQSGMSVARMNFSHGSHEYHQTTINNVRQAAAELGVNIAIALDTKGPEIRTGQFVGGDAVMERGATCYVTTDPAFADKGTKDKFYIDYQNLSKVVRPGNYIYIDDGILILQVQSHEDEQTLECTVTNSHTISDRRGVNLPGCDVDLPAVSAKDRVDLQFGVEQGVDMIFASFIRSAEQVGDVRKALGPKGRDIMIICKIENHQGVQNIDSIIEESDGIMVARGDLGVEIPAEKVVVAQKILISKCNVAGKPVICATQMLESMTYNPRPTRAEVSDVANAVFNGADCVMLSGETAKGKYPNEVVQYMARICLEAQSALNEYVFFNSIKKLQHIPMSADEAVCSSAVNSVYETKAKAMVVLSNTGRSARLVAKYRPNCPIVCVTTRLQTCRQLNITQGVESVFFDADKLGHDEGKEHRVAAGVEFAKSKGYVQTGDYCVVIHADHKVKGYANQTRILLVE
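In 50 mM imidazole pH 7.2 with 7 mM MgCl2, LmPK (0.1 nM) turned over PEP (0.5 mM) and ADP (0.1 mM) for 1 h at room temperature. Luciferase read-out of ATP.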
Tb PYK inh = inhibitors of Trypanosoma brucei pyruvate kinase. Q57TT1. TbPYK enzyme, Kinase-Glo Plus ATP luminescence, 45 min. Potency, µM (highest dose often 76.8 µM), for the others: top-dose activity, negative = inhibition, actives largely listed as inhibitors. actives 0.12% (n = 410,000). AID 624173; further: potency means the concentration at half of the fitted maximal effect; nearly all actives have a fitted effect of over 50% in size
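Readout: single end-point luminescence (Kinase-Glo Plus, 10 min). Reaction conditions were TbPYK/substrate plus 130 uM ADP, 45 min at RT, pH 7.2 TEA buffer. No-enzyme wells served as controls, and data were normalized before concentration-response fitting.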
HCMV inh = human cytomegalovirus inhibition. activity change, negative = inhibition, % at 57.5 µM. actives 4.5% (n = 410,000). AID 1259415. HFF cells, HCMV-luciferase reporter, 72 h; hits give low values; in the data active means activity change below about -60%; inconclusive means no clear call, values can overlap the other calls; inactive means above about -39%
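Two compound doses tested in HFFs infected with HCMV-luciferase, MOI 1 PFU/cell, 72 h at 37C. Lysate luminescence read with OneGlo; data normalized against buffer-only and 10uM Salinomycin inhibitor controls.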
AmpC no deterg = inhibitors of E. coli AmpC beta-lactamase without detergent | P00811 | AmpC nitrocefin hydrolysis, absorbance 480 nm, 0.0001% Triton | Potency, µM (titrated, usually from 57.1 µM), without a hit: at the highest dose activity change, negative = inhibition, usual class: inhibitors | actives 0.52% (n = 330,000) | AID 485341;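 further: potency means the concentration at half of the fitted maximal effect; plate controls were no compound for no effect and no enzyme for full effect; nearly all actives have a fitted effect of over 20% in size; some results filed as inactive show a strong effect at the top dose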
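AmpC (5.3 nM in the dispensed reagent) in 20 mM phosphate pH 7.0 with 0.01% (detergent screen) or 0.0001% Triton X-100 was preincubated with compounds for 15 min at room temperature. Nitrocefin was then added from an 800 uM solution, and hydrolysis was followed at 480 nm.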
Active calls of the source: *; ? = inconclusive; nt = no result given; & = joins results of further samples; [ ] = dose if it differs, or a comment. Unless noted, the call rests on the fitted dose curve; in most records, active means well fitted curve in the direction sought with a large enough effect; inconclusive means small, poorly fitted or top-dose-only effect, or another doubt; inactive means no such curve, though single readings can be large; an effect the other way counts as inactive or inconclusive. Unless noted, on the % scale 0 is the no-effect control and ±100 the full control effect.

SMILES	Sm TGR block	AMA1 RON2 block	AmpC inh detg	LmPK inh	Tb PYK inh	HCMV inh	AmpC no deterg
COc1ccc(-c2cc(CNc3nc4cc(-c5ccccc5C)sc4c(=O)n3C)on2)cc1	nt	-9%	nt	nt	-5%	80	nt
CSc1ncccc1C(=O)NCCc1ccc(S(N)(=O)=O)cc1	-1%	-7%	?	7%	1%	-10	-6%
OC(c1ccc(Cl)c(F)c1)c1ncc(-c2cccc(C(F)(F)F)c2)[nH]1 (centres undefined)	nt	-1%	nt	nt	-1%	-23	nt
Cc1cc(N2CCOCC2)nc(SCc2ccc(Cl)cc2Cl)n1	-9%	18%	?	3%	-2%	-28	56%
CN1C(=O)/C(=C\c2ccc(N(C)C)cc2)OC1=S	9%	15%	?	-3%	-19%	4	-21%
CCO[C@H]1OC(C(=O)N2CCN(C)CC2)=C[C@@H](c2coc3ccccc3c2=O)[C@@H]1CCCO	1%	-1%	8%	0%	-2%	-13	-4%
COc1cccc(CCNC(=O)c2c(O)nc3ccccn3c2=O)c1	4%	nt	-6%	nt	-3%	?	nt
CCCCn1c(=O)c2oc3ccccc3c2n(CC(=O)Nc2cc(C)ccc2C)c1=O	3%	nt	-3%	nt	-1%	0	nt
Cc1cccc(-c2csc(N)c2C(=O)OC(C)C)c1	2%	-14%	?	-3%	-5%	-39	-23%
Cc1csc(NC(=O)c2c(O)c3c(n(CC(C)C)c2=O)CCCC3)n1	7%	0%	1%	-1%	-14%	nt	-14%
Cc1ccc(-c2cc(Cc3ccncc3)c(=O)[nH]n2)cc1	-6%	3%	1%	-2%	-2%	1	-10%
CC(=O)c1ccc(NC(=O)CN(C)S(=O)(=O)c2cc3c(cc2Cl)NC(=O)CO3)cc1	1%	nt	10%	nt	-2%	8	nt
COCCO[C@H]1CCC2C3CC=C4C[C@@H](O)CC[C@]4(C)C3CC[C@@]21C (some centres undefined)	nt	-5%	nt	nt	7%	?	-12%
CC(C)Oc1ccc(CNC(=O)CCCn2c(=O)c3cccn3c3cccnc32)cc1	8%	nt	-5%	nt	7%	-68*	nt
CC(=O)NC(C)C(=O)OCC(=O)c1ccc(-c2ccccc2)cc1 (centres undefined)	11%	-2%	?	2%	-2%	66	7%
COCCNC(=O)c1cccc(OC2CCN(Cc3ccc(OC(F)F)cc3)CC2)c1	8%	-8%	-14%	2%	2%	-22	40%
COc1ccc(CNC(=O)C(OC(=O)c2nsc(Cl)c2Cl)C(C)C)cc1 (centres undefined)	nt	7%	0%	-5%	4%	-10	-8%
COc1cc2c(cc1NC(=O)COCC(=O)O)oc1ccccc12	7%	-4%	1%	0%	4%	?	-3%
CCOc1ccc(-c2noc(CCCC(=O)NC3CCCC3)n2)cc1OC	-4%	8%	-10%	-1%	1%	38	34%
O=C(CN1C(=O)NC2(CCCC2)C1=O)Nc1ccc(Cl)cc1F	6%	3%	3%	-5%	4%	2	-17%

Entries of single compounds, looked up by structure:
Record of COCCNC(=O)c1cccc(OC2CCN(Cc3ccc(OC(F)F)cc3)CC2)c1 : Sm TGR block = 8%; AMA1 RON2 block = -8%; AmpC inh detg = -14%; LmPK inh = 2%; Tb PYK inh = 2%; HCMV inh = -22; AmpC no deterg = 40%
Record of CC(C)Oc1ccc(CNC(=O)CCCn2c(=O)c3cccn3c3cccnc32)cc1 : Sm TGR block = 8%; AMA1 RON2 block = nt; AmpC inh detg = -5%; LmPK inh = nt; Tb PYK inh = 7%; HCMV inh = -68*; AmpC no deterg = nt

Next section.
SMILES	Sm TGR block	AMA1 RON2 block	AmpC inh detg	LmPK inh	Tb PYK inh	HCMV inh	AmpC no deterg
Cc1ccccc1-n1nc2c(c1NC(=O)c1cc3ccccc3oc1=O)CS(=O)C2 (centres undefined)	0%	6%	-6%	1%	-4%	nt	-5%
O=C(Cn1nnc(-c2ccc(C(F)(F)F)cc2)n1)NCCc1ccccc1	17%	nt	-1%	nt	3%	4	nt
O=C(/C=C/c1cccs1)c1cc(F)ccc1OC(=O)N1CCOCC1	nt	0%	nt	nt	4%	-16	nt
COc1ccc(N2CCc3c(C)nc4c(OC)cc(OC)cc4c32)c(OC)c1	4%	1%	?	7%	3%	-20	43%
CCOC(=O)C1CCCCN1Cc1cccc(C(F)(F)F)c1 (centres undefined)	10%	-2%	7%	-14%	-5%	49	4%
COc1ccccc1NC(=O)c1sc2nc(C)c(C(=O)Nc3ccc(C)cc3C)c(-c3ccc(Br)cc3)c2c1N	0%	nt	7%	nt	-8%	-2	nt
C/C(=N\NC(=O)c1ccc(O)cc1)c1ccc2c(c1)Nc1ccccc1S2	-5%	-30%	13%	2%	-10%	-29	-33%
O=C(CCCN1C(=O)c2ccccc2C1=O)NCc1ccco1	-15%	5%	-1%	-5%	-2%	-4	-19%
Cc1csc(NC(=O)CSc2nnc(-c3cccs3)n2C)n1	-9%	-3%	?	-1%	-4%	24	-3%
CN(C(=O)COC(=O)c1ccc(NS(=O)(=O)c2cccs2)cc1)C1CCCCC1	4%	12%	-8%	0%	1%	-1	-30%
CC(=O)NC(c1cccc(F)c1)c1nc(-c2cccc(F)c2)cs1 (centres undefined)	nt	-2%	nt	nt	-5%	-19	nt
Cc1ccc(N(CC(=O)Nc2ccc(C)c(Cl)c2)S(=O)(=O)c2cccs2)cc1	8%	nt	6%	nt	1%	-11	nt
Cc1ccccc1N=Nc1ccc(O)c2ncccc12	-2%	26%[11.6 µM]	-8%	-1%	-19%	-93*	-19%
CC(C)(C)N1CCC1C(N)=O (centres undefined)	20%	nt	?	-1%	nt	nt	-16%
Cn1nnnc1Sc1ncnc2scc(-c3ccccc3Br)c12	0%	nt	0%	nt	0%	-93*	-30%
COC(=O)c1c(C)[nH]c(C(=O)CSc2ccc(Cl)cc2)c1C	1%	-3%	-10%	0%	-11%	21	-53%
COc1ccccc1CCNC(=O)NC1CCCCC1	7%	-7%	3%	2%	7%	34	-11%
Nc1nonc1C(=O)N1CCCC1	nt	-25%	-12%	-3%	-1%	46	-14%
COc1ccc(NC(=O)CCCN2C(=O)C(c3ccccc3)Oc3cccnc32)c(OC)c1 (centres undefined)	-5%&-1%	-11%	-9%&4%	10%	2%&-2%	-28&-3	38%
O=C1NC[C@H](Cc2ccc(O)cc2)N(C[C@@H]2CCCN2C[C@H](Cc2ccccc2)N2C[C@H](Cc3ccc(O)cc3)N(CC3CCCCCC3)C(=O)C2=O)C1=O	nt	-2%	nt	nt	0%	-20	nt
Cc1nn(-c2ccccc2)c(N2CCCC2)c1/C=N/NC(=O)c1cc(-c2ccccn2)nc2ccccc12	-2%	-1%	-3%	-2%	-5%	79	35%
CCOC(=O)Nc1ccc2nc3n(c(=O)c2c1)CCCCC3	-29%	-6%	-7%	0%	-18%	-24	-7%
C=CCN1C(=O)CS/C1=N\N=C\c1cccc([N+](=O)[O-])c1	-8%	-2%	-4%	0%	0%	?	-21%
Cc1ccc(OCC(O)CN2CCN(CC(O)COc3ccc(C)cc3Cl)CC2)c(Cl)c1 (centres undefined)	0%	26%	-15%	1%	2%	-4	0%
Cc1ccccc1-n1nc(C)c2cc(C(=O)NC3CC3)sc21	-25%	-4%	-10%	7%	2%	9	-18%
COc1ccc(CN2C(=O)CN(C3CCCCCC3)C(=O)C2c2ccc(OC)c(OC)c2)cc1 (centres undefined)	11%	-2%	-9%	1%	2%	6	2%
Cc1ccc(NC(=O)c2c(C)nc3sc(C(=O)Nc4ccc(F)cc4)c(N)c3c2-c2ccc(C)o2)c(C)c1	-2%	nt	17%	nt	-2%	12	nt
O=C(NCCc1c[nH]c2ccccc12)C(=O)c1c[nH]c2ccccc12	-9%	0%	0%	-2%	34%	-8	-32%
CCCCOC(=O)c1ccc(NC(=O)c2cc(-c3cccs3)on2)cc1	-1%	nt	-1%	nt	5%	10	nt
CC(C)CN1CCc2nc(Nc3ccc(F)cc3F)ncc2C1	-2%	nt	16%	nt	-4%	58	nt
Cc1ccc(-n2c(=O)cc(N3CCc4ccccc4C3)[nH]c2=O)cc1	-14%	-3%	?	6%	4%	-24	-26%
O=S(=O)(Nc1ccc(-c2ccc(N3CCCC3)nn2)cc1)c1ccccc1Cl	1%	nt	3%	nt	-4%	-34	nt
C#CCOc1ccccc1/C=C1/C(=O)ON=C1C	-25%	-11%	-1%	-2%	-23%	53	-30%
Cc1ccc(NC(=O)CS(=O)(=O)c2cn(CC(=O)N3CCOCC3)c3ccccc23)cc1	-3%	1%	7%	8%[11.5 µM]	1%	7	30%
COc1ccc(C(=O)Oc2cc(OC)cc(OC)c2C(C)=O)cc1	-11%	-2%	-24%	5%	-3%	-24	-1%
Cc1ccc(C)c(NS(=O)(=O)c2cc(C(=O)NCc3ccncc3)ccc2C)c1	-5%	12%	-20%	3%	-9%	-69*	-2%
COc1ccc(OC)c(/C=C/C(=O)Nc2ccc(OC)nc2)c1	-2%	72%[activator]	-6%	-1%	-4%	5	-32%
COc1ccc(/C=C/C(=O)OCC(=O)NC2CC2)c(OC)c1	nt	-3%	nt	nt	1%	-10	-8%
CCCOc1ccc(C2Nc3cccc4cccc(c34)N2)cc1	14µM*	-1%	-12%	-1%	-24%	71	52%
Cc1nc2ccccc2c(=O)n1Cc1ccco1	0%	-4%	-7%	6%	1%	-2	-21%
O=C1COc2ccccc2N1Cc1ccc(Cl)cc1	-13%	19%	5%	-1%	4%	95	-29%
C/C(CC(=O)Nc1ccc(C)c(Cl)c1)=N\NC(=O)c1cccc(O)c1	?	122%[activator]	-7%	0%	-6%	23	-27%
CN(CCOc1ccc(Cl)cc1)C(=O)C1CCN(C(=O)c2ccc(F)cc2)CC1	-3%	1%	2%	-2%	-2%	?	202%[activator]
COC(=O)C1=CN(Cc2ccc(OC)c(OC)c2)C=C(C(=O)OC)C1c1cccs1	0%	6%	-1%	-6%	-7%	-4	84%[activator]
OC1(c2cccc(C(F)(F)F)c2)CCN(CCN2CCCCC2)CC1	-5%	-4%	-6%	0%	-2%	50	-3%
O=C(CSc1nnc(CNC(=O)c2ccccc2F)o1)NCc1ccco1	-15%	-3%	?	-8%	3%	-17	-3%
O=C(OCC1CC(c2ccccc2)=NO1)c1ccco1 (centres undefined)	-3%	10%	-1%	-8%	7%	18	-16%
CCn1cc(C(=O)N2CCN(c3cccc(C)c3C)CC2)c(=O)c2ccc(C)nc21	-14%	2%	2%	-4%	-2%	6	63%[activator]
Cc1ccc(Cl)cc1NC(=O)C(C)n1nnc2sc3c(c2c1=O)CCCC3 (centres undefined)	4%	nt	19%	nt	-2%	-8	nt

Source: PubChem
